Screening data: PubChem, NCI
All columns: NCI-60 one-dose screen, growth in % after 48 h at 10 µM unless noted; 100 = growth as untreated, 0 = no growth, -100 = all killed.
DU-145: DU-145 prostate cancer | 4.2% of 81,000 active
TK-10: TK-10 renal cancer cells; 3.9% of 81,000 active; AID 1794769
SF-539: SF-539 CNS cancer. 6.8% of 81,000 active
U251: U251 CNS tumor cells. AID 1794753. 5.4% of 80,000 active
PC-3: PC-3 prostate cancer cells; 3.9% of 80,000 active
UO-31: UO-31 renal cancer | 5.2% of 81,000 active
SF-295: SF-295 CNS cancer cells; 5.6% of 79,000 active
SN12C: SN12C renal cancer cells | 3.8% of 81,000 active
786-0: 786-0 renal cancer cells; 5.1% of 81,000 active; AID 1794775
Numbers without * were called inactive; & = joins results of further samples. The calls were made as follows: active = growth percent below 10; inactive = the rest.

Results for NC(=O)CNc1ccc([As]=[As]c2ccc(NCC(N)=O)cc2)cc1 (stereo unspecified) ?
DU-145: 60.3; TK-10: 58.1; SF-539: 0.2*; U251: 12.0; PC-3: 58.3; UO-31: 54.4; SF-295: 94.0; SN12C: 34.0; 786-0: 29.7

What do the screens show for `CC1=CC(O)C(O)C2(C)C1CC1OC(=O)CC3C(C)C(O)C(=O)C2C13CO` (stereo unspecified)?
DU-145: 116.7; TK-10: 102.3; SF-539: 94.1; U251: 101.5; PC-3: 97.9; UO-31: 67.5; SF-295: 105.5; SN12C: 91.7; 786-0: 88.3

Results for CCCC(C)(COC(N)=O)COC(=O)NC1CC1 (stereo unspecified) ?
DU-145: 104.4; TK-10: 102.1; SF-539: 101.7; U251: 97.3; PC-3: 95.8; UO-31: 81.7; SF-295: 114.4; SN12C: 97.8; 786-0: 113.7

What do the screens show for `Nc1ccc(CNC(=O)Nc2ccc(S(=O)(=O)F)cc2)cc1`?
DU-145: 104.2; TK-10: 98.4; SF-539: 88.6; U251: 99.7; PC-3: 90.3; UO-31: 70.5; SF-295: 95.2; SN12C: 110.1; 786-0: 82.0

What do the screens show for `CC1(C)COC(=O)C1Cl` (stereo unspecified)?
DU-145: 102.5; TK-10: 97.6; SF-539: 99.6; U251: 99.0; PC-3: 100.3; UO-31: 97.8; SF-295: 104.5; SN12C: 112.2; 786-0: 102.6

Results for COCOC1CCC2C3CCC4=CC(=O)CCC4=C3C=CC12C (stereo unspecified) ?
DU-145: 125.9; TK-10: 143.2; SF-539: 97.9; U251: 105.6; PC-3: 92.2; UO-31: 86.9; SN12C: 107.7; 786-0: 111.2

What do the screens show for `O=C1OCC(Cl)=C1Cl`?
DU-145: 118.1; SF-539: 101.5; U251: 100.7; PC-3: 105.9; UO-31: 99.6; SF-295: 99.6; SN12C: 102.6; 786-0: 105.4

Results for NC(=O)Nc1ccc([As](Sc2ccccc2C(=O)O)Sc2ccccc2C(=O)O)cc1 ?
DU-145: 107.4; TK-10: 117.4; SF-539: 89.2; U251: 97.0; PC-3: 84.7; UO-31: 88.9; SF-295: 97.4; SN12C: 93.6; 786-0: 98.4

What do the screens show for `C[C@]12CCc3sc(Nc4ncccn4)nc3C1=CC[C@@H]1[C@@H]2CC[C@]2(C)C(=O)CC[C@@H]12`?
DU-145: 104.2; TK-10: 123.0; SF-539: 95.9; U251: 110.6; PC-3: 96.4; UO-31: 93.0; SF-295: 101.6; SN12C: 95.6; 786-0: 101.4

What do the screens show for `CCOC(=S)S`?
DU-145: 95.2; TK-10: 104.9; SF-539: 98.4; U251: 102.7; PC-3: 101.8; UO-31: 88.3; SF-295: 110.5; SN12C: 101.0; 786-0: 102.3

What do the screens show for `O=C1NC(=S)NC(=O)C1Cc1ccccc1O`?
DU-145: 101.7; TK-10: 89.5; SF-539: 87.2; U251: 92.2; PC-3: 97.3; UO-31: 88.9; SF-295: 95.8; SN12C: 98.5; 786-0: 93.6

How did CC/C(=C\c1ccc(C(C)(C)C)cc1)[N+](=O)[O-] do in these assays?
DU-145: 113.1; TK-10: 92.9; SF-539: 100.4; U251: 87.5; PC-3: 73.7; UO-31: 95.1; SF-295: 101.4; SN12C: 98.1; 786-0: 99.7

What do the screens show for `CCNC(C)Cc1ccccc1` (stereo unspecified)?
DU-145: 104.8; TK-10: 92.5; SF-539: 93.6; U251: 98.5; PC-3: 96.8; UO-31: 86.8; SF-295: 102.2; SN12C: 107.7; 786-0: 101.8

Results for CNC(=O)Oc1cccc2ccccc12 ?
DU-145: 124.9; TK-10: 121.3; SF-539: 105.7; U251: 98.8; PC-3: 79.2; UO-31: 53.6; SF-295: 113.2; SN12C: 88.9; 786-0: 102.3

Results for CC12CCC(O)CC1=CCC1C2CCC2(C)C(O)CCC12 (stereo unspecified) ?
DU-145: 104.8; TK-10: 105.5; SF-539: 98.9; U251: 104.7; PC-3: 94.1; UO-31: 98.5; SF-295: 96.2; SN12C: 104.6; 786-0: 102.5

Next part, starting with the last 3 of the part before.
What do the screens show for `CCNC(C)Cc1ccccc1` (stereo unspecified)?
DU-145: 104.8; TK-10: 92.5; SF-539: 93.6; U251: 98.5; PC-3: 96.8; UO-31: 86.8; SF-295: 102.2; SN12C: 107.7; 786-0: 101.8

Results for CNC(=O)Oc1cccc2ccccc12 ?
DU-145: 124.9; TK-10: 121.3; SF-539: 105.7; U251: 98.8; PC-3: 79.2; UO-31: 53.6; SF-295: 113.2; SN12C: 88.9; 786-0: 102.3

Results for CC12CCC(O)CC1=CCC1C2CCC2(C)C(O)CCC12 (stereo unspecified) ?
DU-145: 104.8; TK-10: 105.5; SF-539: 98.9; U251: 104.7; PC-3: 94.1; UO-31: 98.5; SF-295: 96.2; SN12C: 104.6; 786-0: 102.5

Results for C(=NC1CCCCC1)=NC1CCCCC1 ?
DU-145: 97.9&106.7; TK-10: 104.1&101.2; SF-539: 97.7&100.9; U251: 117.2; PC-3: 48.6&97.5; UO-31: 76.9&98.0; SF-295: 87.0; SN12C: 82.2&100.0; 786-0: 87.1&103.5

Results for COc1ccc(C(=O)c2ccc([As]=O)cc2)cc1 (stereo unspecified) ?
TK-10: -100.0*; SF-539: -91.6*; U251: -98.1*; PC-3: -86.3*; UO-31: -95.0*; SF-295: -97.9*; SN12C: -52.8*; 786-0: -99.5*

How did O=C1NCC(Br)C(=O)N1 (stereo unspecified) do in these assays?
DU-145: 103.7; TK-10: 102.9; SF-539: 96.6; U251: 111.8; PC-3: 93.2; UO-31: 84.4; SF-295: 96.2; SN12C: 103.0; 786-0: 90.4

What do the screens show for `ClC(CN1CCCCC1)C(Cl)c1ccccc1` (stereo unspecified)?
DU-145: 108.6; SF-539: 102.0; U251: 84.3; PC-3: 69.6; UO-31: 93.6; SF-295: 103.7; SN12C: 97.7; 786-0: 92.1

What do the screens show for `CC[C@H](C)[C@@H]([C@@H](CC(=O)N1CCC[C@H]1[C@H](OC)[C@@H](C)C(=O)N[C@H](C)[C@@H](O)c1ccccc1)OC)N(C)C(=O)[C@@H](NC(=O)[C@@H](NC)C(C)C)C(C)C`?
DU-145: 10.5; TK-10: 47.2; SF-539: -13.9*; U251: 6.4*; PC-3: 29.1; UO-31: 40.6; SF-295: 10.8; SN12C: 36.7; 786-0: 21.2

Results for S=P1(Oc2ccccc2)OCCO1 ?
DU-145: 111.4; TK-10: 109.0; SF-539: 95.8; U251: 108.5; PC-3: 96.0; UO-31: 84.7; SF-295: 89.0; SN12C: 108.0; 786-0: 110.4

What do the screens show for `C1CN2CCOB(O1)OCC2`?
DU-145: 98.0; TK-10: 99.4; SF-539: 100.1; U251: 101.1; PC-3: 90.2; UO-31: 90.2; SF-295: 100.7; SN12C: 101.6; 786-0: 103.1

Results for CCCCN1CCc2ccccc2C1 ?
DU-145: 102.0; TK-10: 103.2; SF-539: 94.0; U251: 105.1; PC-3: 96.2; UO-31: 90.8; SF-295: 99.8; 786-0: 97.3

Results for O=C1Nc2ccsc2C(c2ccccc2)=N[C@H]1Cc1ccccc1 ?
DU-145: 106.0; TK-10: 94.7; SF-539: 83.5; U251: 96.7; PC-3: 84.1; UO-31: 70.6; SF-295: 88.9; SN12C: 90.2; 786-0: 98.5

What do the screens show for `CCC(=O)Nc1ccc(Cl)c(Cl)c1`?
DU-145: 115.1; TK-10: 86.3; SF-539: 92.4; U251: 95.7; PC-3: 88.9; UO-31: 89.0; SF-295: 98.3; 786-0: 91.1

What do the screens show for `Nc1ccc2c(c1N)Oc1ccccc1O2`?
DU-145: 107.2; TK-10: 116.5; SF-539: 88.9; U251: 98.4; PC-3: 80.7; SF-295: 104.5; SN12C: 84.6; 786-0: 80.3

How did COc1ccc(CC(C)NCC(O)c2ccc(O)c(O)c2)cc1 (stereo unspecified) do in these assays?
DU-145: 97.0; TK-10: 91.6; SF-539: 82.1; U251: 96.3; PC-3: 99.5; UO-31: 73.6; SF-295: 118.3; SN12C: 97.3; 786-0: 105.9

Results for CC/C(=C/c1ccc(OC)c(OC)c1)[N+](=O)[O-] ?
DU-145: 112.3; TK-10: 95.2; SF-539: 94.6; U251: 109.3; PC-3: 101.3; UO-31: 95.7; SF-295: 102.5; SN12C: 93.5; 786-0: 93.7

What do the screens show for `CC(C)(C)NC(=O)OCCN1CC1`?
DU-145: 105.8; TK-10: 103.9; SF-539: 103.6; U251: 90.5; PC-3: 94.2; UO-31: 97.1; SF-295: 99.8; SN12C: 113.9; 786-0: 107.1

How did CCC(=O)O[C@H]1CC[C@H]2[C@@H]3CC[C@H]4CC(=O)C=C[C@]4(C)[C@H]3CC[C@]12C do in these assays?
DU-145: 92.4; TK-10: 97.4; SF-539: 104.3; U251: 68.6; PC-3: 80.1; UO-31: 97.1; SF-295: 114.2; SN12C: 90.2; 786-0: 101.6

Arranged by formula weight (rising): part of the list above.
Results for COc1ccc(C(=O)c2ccc([As]=O)cc2)cc1 (stereo unspecified) ?
TK-10: -100.0*; SF-539: -91.6*; U251: -98.1*; PC-3: -86.3*; UO-31: -95.0*; SF-295: -97.9*; SN12C: -52.8*; 786-0: -99.5*

How did COc1ccc(CC(C)NCC(O)c2ccc(O)c(O)c2)cc1 (stereo unspecified) do in these assays?
DU-145: 97.0; TK-10: 91.6; SF-539: 82.1; U251: 96.3; PC-3: 99.5; UO-31: 73.6; SF-295: 118.3; SN12C: 97.3; 786-0: 105.9

What do the screens show for `CC[C@H](C)[C@@H]([C@@H](CC(=O)N1CCC[C@H]1[C@H](OC)[C@@H](C)C(=O)N[C@H](C)[C@@H](O)c1ccccc1)OC)N(C)C(=O)[C@@H](NC(=O)[C@@H](NC)C(C)C)C(C)C`?
DU-145: 10.5; TK-10: 47.2; SF-539: -13.9*; U251: 6.4*; PC-3: 29.1; UO-31: 40.6; SF-295: 10.8; SN12C: 36.7; 786-0: 21.2

Next part:
How did C/C(=N\N1CN(C(C)C(=O)O)P(Nc2ncn[nH]2)N=C1N)c1cccs1 (stereo unspecified) do in these assays?
DU-145: 109.9; TK-10: 127.3; SF-539: 105.8; U251: 110.5; PC-3: 92.9; UO-31: 77.1; SF-295: 93.5; SN12C: 109.6; 786-0: 98.1

What do the screens show for `Clc1ccc(NC2=NCCS2)cc1Cl`?
DU-145: 97.2; TK-10: 83.6; SF-539: 98.5; PC-3: 100.9; UO-31: 74.3; SN12C: 98.4; 786-0: 95.5

Results for CC(=O)OC1C(OC/C2=C/C3[C@@H](C(C)C)CC=C(C)[C@@H]3CC(OC(=O)/C=C/c3cn(C)cn3)[C@]3(C)C=C[C@@]2(O)O3)OCC(O)C1O (stereo partly specified) ?
DU-145: -10.2*; TK-10: 32.3; SF-539: 11.9; U251: 18.2; PC-3: 26.5; UO-31: 40.4; SF-295: -3.4*; SN12C: 44.2; 786-0: 15.9

Results for CN1CCN(C(=O)COc2ccc(C=C3C(=O)NC(=O)NC3=O)cc2)CC1 ?
DU-145: 111.4; TK-10: 106.9; SF-539: 101.6; U251: 101.2; PC-3: 97.1; UO-31: 86.9; SF-295: 103.9; SN12C: 106.3; 786-0: 104.6

Results for CCCCCCCC[N+](C)(CCCCCCCC)CCCCCCCC ?
DU-145: -100.0*; TK-10: -100.0*; SF-539: -100.0*; U251: -75.0*; PC-3: -91.3*; UO-31: -100.0*; SF-295: -94.8*; SN12C: -86.5*; 786-0: -95.7*

Results for CCC1CN1CCCCN1CC1CC (stereo unspecified) ?
DU-145: 108.1; TK-10: 104.2; SF-539: 100.2; U251: 99.0; PC-3: 98.5; UO-31: 92.6; SF-295: 95.3; SN12C: 95.2; 786-0: 104.3

What do the screens show for `CC1=C[C@@]2(C)[C@@H](CC[C@@H]3[C@@H]2CC[C@]2(C)[C@@H](O)CC[C@@H]32)CC1=O`?
DU-145: 92.5&106.0; TK-10: 98.3&87.7; SF-539: 94.9&101.0; U251: 87.5&96.7; PC-3: 83.7&76.9; UO-31: 85.0&90.5; SF-295: 97.5&88.8; SN12C: 95.0&107.0; 786-0: 97.9&99.8

What do the screens show for `COC(=O)c1cc(C(=O)OC)cc(N(CCCl)CCCl)c1`?
DU-145: 104.3; TK-10: 82.9; SF-539: 97.4; U251: 90.6; PC-3: 82.1; UO-31: 71.9; SF-295: 98.8; SN12C: 97.6; 786-0: 105.3

Results for COc1cccc(N=C(N)N[N+](=O)[O-])c1 ?
DU-145: 110.2; TK-10: 105.2; SF-539: 105.8; U251: 96.8; PC-3: 94.4; UO-31: 76.5; SF-295: 99.9; SN12C: 99.6; 786-0: 108.4

What do the screens show for `C[C@]12CCCC[C@@H]1CC[C@@H]1[C@@H]2CC[C@]2(C)[C@@H](O)CC[C@@H]12`?
DU-145: 106.5; TK-10: 99.2; SF-539: 106.3; U251: 107.4; PC-3: 100.8; UO-31: 106.1; SF-295: 102.1; SN12C: 101.1; 786-0: 92.3

An excerpt; rates above refer to the full screens.
